Source: PubChem BioAssay (several laboratories)
BoNT-F LC inh: BoNT/F light chain protease inhibitors, primary screen, biochemical, flow cytometry, MLPCN library; Botulinum neurotoxin type F light chain protease (Clostridium botulinum); Multiplex microsphere protease cleavage assay; inhibition, % at 10 µM; 0.22% of 360,000 active; in the data active = inhibition above about 35%, passing the limit was not always enough; inconclusive = no clear call, values can overlap the other calls; note: plate controls were buffer without enzyme for full effect and enzyme alone for no effect
FadD28 FP inh: inhibitors of FadD28 bisubstrate probe binding, primary screen, biochemical, fluorescence polarization, single point. Mycobacterium tuberculosis FadD28 fatty-acid-AMP ligase. inhibition, % at 12.5 µM. 0.22% of 360,000 active; in the data active = inhibition above about 8.5%, passing the limit was not always enough; inconclusive = no clear call, values can overlap the other calls
Rv3671c inh: Rv3671c serine protease inhibitors, primary screen, biochemical, fluorescence polarization, M. tuberculosis H37Rv | inhibition, % at 5.96 µM | 0.048% of 320,000 active | AID 2606, 2010 | P9WHR9; in the data active = inhibition above about 38%;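 note: extracellular domain of Rv3671c used as enzyme; 0% = enzyme with DMSO and 100% = no enzyme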
Target sequence (P9WHR9 whole entry, looked up, the tested form may be a part): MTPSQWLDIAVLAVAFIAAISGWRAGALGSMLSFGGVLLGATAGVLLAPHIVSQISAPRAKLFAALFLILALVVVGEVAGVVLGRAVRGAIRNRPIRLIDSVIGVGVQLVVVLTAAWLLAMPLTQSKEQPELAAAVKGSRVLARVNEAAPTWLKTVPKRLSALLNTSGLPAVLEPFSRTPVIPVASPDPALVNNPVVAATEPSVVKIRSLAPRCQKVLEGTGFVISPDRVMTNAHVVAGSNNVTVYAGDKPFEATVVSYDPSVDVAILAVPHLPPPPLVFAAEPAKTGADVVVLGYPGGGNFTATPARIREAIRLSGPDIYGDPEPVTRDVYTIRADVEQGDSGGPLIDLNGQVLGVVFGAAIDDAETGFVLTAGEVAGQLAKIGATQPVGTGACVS
GDH-TPI inh: GDH-TPI coupling enzyme inhibitors, primary screen, artefact control for M. tuberculosis FBA inhibitor project, biochemical, absorbance, full deck. GDH-TPI coupled enzyme counterscreen, NADH absorbance. inhibition, % at 4.8 µM. 1.2% of 360,000 active. AID 588335, 2011; in the data active = inhibition above about 30%;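 note: 0% = DMSO wells and 100% = wells lacking the enzyme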
Mtb UGM inh: M. tuberculosis UGM enzyme inhibitors, primary screen, biochemical, fluorescence polarization, single point; UDP-galactopyranose mutase (Mycobacterium tuberculosis (strain ATCC 25618 / H37Rv)), …; inhibition, % at 10 µM; AID 504406, 2011; purified UGM, fluorescence polarization probe displacement; 0.06% of 320,000 active; in the data active = inhibition above about 10%, passing the limit was not always enough; inconclusive = no clear call, values can overlap the other calls
MazF activator: activators of E. coli MazEF toxin-antitoxin RNase, primary screen, biochemical, fluorescence, uHTS. activation, % at 20 µM. FAM/BHQ RNA-DNA oligo cleavage fluorescence, 5 h. 0.32% of 350,000 active. Endoribonuclease toxin MazF (Escherichia coli (strain K12)), P0AE70; in the data active = activation above about 50%
Target sequence (P0AE70 whole entry, looked up): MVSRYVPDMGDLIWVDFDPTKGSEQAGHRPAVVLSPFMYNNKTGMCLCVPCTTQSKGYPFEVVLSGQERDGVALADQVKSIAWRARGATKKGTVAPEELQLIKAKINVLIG
BioA inh: M. tuberculosis BioA enzyme inhibitors, primary screen, biochemical, plate reader, single point, HTS; purified M. tuberculosis BioA enzyme; inhibition, % at 9.99 µM; 0.096% of 360,000 active; AID 602481, 2012; in the data active = inhibition above about 40%; inconclusive = no clear call, values can overlap the other calls
Mtb FBA inh: Mtb FBA enzyme inhibitors, primary screen, biochemical, fluorescence, strain H37Rv; AID 588726, 2011; inhibition, % at 1 µM; 2.3% of 360,000 active; purified M. tuberculosis FBA, fluorescence read-out; Fructose-bisphosphate aldolase (Mycobacterium tuberculosis (strain ATCC 25618 / H37Rv)), …; in the data active = inhibition above about 27%;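 note: 0% = vehicle and 100% = reference inhibitor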
Target sequence (P9WQA3 whole entry, looked up): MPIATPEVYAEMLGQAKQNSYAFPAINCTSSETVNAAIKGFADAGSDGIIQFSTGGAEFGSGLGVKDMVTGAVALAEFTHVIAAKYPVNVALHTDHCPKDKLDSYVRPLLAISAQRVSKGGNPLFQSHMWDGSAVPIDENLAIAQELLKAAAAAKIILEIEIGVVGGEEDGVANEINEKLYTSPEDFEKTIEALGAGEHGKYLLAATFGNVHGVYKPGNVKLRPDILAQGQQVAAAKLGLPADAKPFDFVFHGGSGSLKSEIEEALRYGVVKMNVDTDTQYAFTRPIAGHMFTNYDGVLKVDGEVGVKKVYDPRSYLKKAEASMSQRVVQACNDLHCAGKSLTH
PrPC surface inh: inhibitors of human cell surface prion protein PrPC, primary screen, cell-based, TR-FRET; Major prion protein (Homo sapiens), P04156; TR-FRET read-out; inhibition, % at 13.8 µM; 0.43% of 370,000 active; in the data active = inhibition above about 24%; note: 0% = median of the test wells and 100% = reference compound wells
The depositor's hits bear a star; ? = inconclusive; nt = no result given.

no.	Molecule	BoNT-F LC inh	FadD28 FP inh	Rv3671c inh	GDH-TPI inh	Mtb UGM inh
1	Cc1ccc2c(c1)cc(C(=O)N1CCN(c3ccccn3)CC1)n2C	3	-1.9	4	9	-2.9
2	CN1C(=O)NC(c2ccccc2[N+](=O)[O-])C2=C1CC(C)(C)CC2=O (stereo not given)	?	0.3	3	6	-0.7
3	CC(=O)N(C)c1ccc(NC(=S)Nc2cccc3ccccc23)cc1	-10	-1.7	11	18	1.9
4	CCOC(=O)C1=C(CSc2nc(-c3ccccc3)ccc2C#N)OC(N)=C(C#N)C1c1ccc(OC)cc1 (stereo not given)	19	-3.1	-55	15	1.0
5	Cc1ccc(Cn2c(=N)c(C(=O)NC3CCCCC3)cc3c(=O)n4ccccc4nc32)cc1	20	-4.4	0	-3	0.8
6	COc1ccc(NS(=O)(=O)c2cc(NC(=O)/C=C/c3cc(OC)ccc3OC)ccc2N2CCCCC2)cc1	0	-2.0	-92	13	1.1
7	COc1ccc(OC)c(S(=O)(=O)NC2CC(=O)N(c3ccc(C)c(C)c3)C2)c1 (stereo not given)	nt	-0.7	0	12	2.4
8	COc1ccc2nc(NC(=O)CSc3nnnn3C)sc2c1	3	-1.6	3	3	2.1

no.	MazF activator	BioA inh	Mtb FBA inh	PrPC surface inh
1	-4	0.5	-2	4
2	11	nt	-1	-3
3	3	nt	9	0
4	-72	-1.5	74*	10
5	-13	-2.6	24	-13
6	-5	nt	12	-3
7	1	0.8	1	2
8	0	nt	-5	-9

Next records follow:
no.	Molecule	BoNT-F LC inh	FadD28 FP inh	Rv3671c inh	GDH-TPI inh	Mtb UGM inh
9	COC(=O)CSC1=NS(=O)(=O)c2ccccc21	9	-2.3	-5	-2	0.8
10	O=c1c2cc(N3CCOCC3)ccc2[nH]c(=S)n1Cc1cccc(Cl)c1	-1	-4.3	7	-4	-0.2
11	O=C(Nc1nnc(-c2ccccc2)s1)c1ccccc1F	-7	-1.1	3	13	-3.2
12	Cc1ccc(/C=C2\SC(=S)N(CCC(=O)N3CCOCC3)C2=O)cc1	-8	-3.9	-6	2	-0.8
13	O=S(=O)(c1ccc(NC(=S)NN=C(C2CC2)C2CC2)cc1)N1CCOCC1	-5	-1.7	1	12	-0.5
14	CCn1c(O)c(N=NC(=O)c2cccc(S(=O)(=O)N3CCCCC3)c2)c2ccccc21	-1	-0.8	0	4	-0.7
15	O=c1c2ccccc2nc(-c2ccco2)n1-c1ccccc1	10	-1.3	7	11	0.5
16	Cc1c(/C(O)=C2\C(=O)C(=O)N(CCCN(C)C)C2c2cccs2)cnn1-c1ccccc1 (stereo not given)	-3	0.8	nt	10	nt

no.	MazF activator	BioA inh	Mtb FBA inh	PrPC surface inh
9	0	nt	-3	nt
10	-6	-0.3	-4	-5
11	1	-0.4	5	4
12	8	-0.1	0	-1
13	5	nt	-1	8
14	-9	nt	4	7
15	2	1.6	-1	-6
16	-7	nt	2	-3

(more compounds)
no.	Molecule	BoNT-F LC inh	FadD28 FP inh	Rv3671c inh	GDH-TPI inh	Mtb UGM inh
17	COc1ccc(CNC(=O)[C@H](C)NC(=O)C2CCN(S(=O)(=O)c3ccc(C)cc3)CC2)cc1	6	-2.5	9	4	0.5
18	Cc1cccc(NC(=O)COc2ccccc2)c1	-14	0.7	4	2	1.9
19	CC(C)c1ccc(S(=O)(=O)N2CCN(CC(=O)Nc3ccc(Cl)cc3F)CC2)cc1	-10	-0.3	-2	5	0.1
20	COc1ccccc1CNC(=O)c1nccnc1CO	8	-2.9	nt	-4	-1.8
21	Cc1cccc2sc(N(CCCN(C)C)C(=O)c3ccc4ncsc4c3)nc12	-1	-5.1	-16	0	-0.7
22	COc1ccccc1NC(=O)COC(=O)c1oc2ccccc2c1C	-8	-1.8	-11	-7	-3.0
23	CCc1ccc(NC(=S)N(CCCN2CCOCC2)Cc2ccco2)cc1	-5	-2.1	-5	-9	1.4
24	CC(=O)N1CCC(C(=O)Nc2nc(-c3ccccc3)ns2)CC1	-1	-1.0	2	16	0.6

no.	MazF activator	BioA inh	Mtb FBA inh	PrPC surface inh
17	-2	-1.0	-2	-4
18	0	-1.4	-3	0
19	-17	-1.3	-1	-8
20	0	-2.6	1	9
21	8	7.0	3	-15
22	-3	7.5	1	0
23	4	nt	-8	-2
24	3	nt	0	16

The results go on:
no.	Molecule	BoNT-F LC inh	FadD28 FP inh	Rv3671c inh	GDH-TPI inh	Mtb UGM inh
25	CCOc1ccc(NC(=O)C2CCCN(C(=O)NCc3ccccc3)C2)cc1 (stereo not given)	-4	-3.0	9	-5	3.2
26	NC(c1csc(Nc2ncccn2)n1)c1ccccc1Cl (stereo not given)	-7	-1.4	nt	-1	nt
27	CCn1cc(Cl)c(C(=O)Nc2ccc3c(c2)OCCO3)n1	1	-0.9	5	3	0.0
28	O=C(Cc1ccccc1)NC1CCN(C(=O)c2ccc([N+](=O)[O-])cc2)CC1	2	-4.1	nt	3	-4.0
29	O=C(Nc1ccc(-c2cn3ccsc3n2)cc1)C1COc2ccccc2O1 (stereo not given)	1	-5.2	-25	-7	-0.5
30	Cc1ccc(C)c(NC(=O)CCN2C(=O)C3CC=CCC3C2=O)c1 (stereo not given)	4	nt	-3	3	6.1
31	COc1ccccc1NS(=O)(=O)c1ccc(-c2cc(C)no2)s1	4	-1.7	-3	9	-1.2
32	CN1C(=O)c2ccc(N(C)C)cc2C1=O	12	-1.9	-3	16	1.6

no.	MazF activator	BioA inh	Mtb FBA inh	PrPC surface inh
25	3	1.4	-4	-1
26	nt	0.3	3	33*
27	5	nt	8	9
28	9	-0.9	1	-36
29	6	-0.9	-2	7
30	-4	0.4	-1	0
31	5	-2.3	-1	9
32	8	-0.4	-3	-9

Next records.
no.	Molecule	BoNT-F LC inh	FadD28 FP inh	Rv3671c inh	GDH-TPI inh	Mtb UGM inh
33	Cc1csc(=O)n1CC(=O)OCc1nnc(-c2ccc([N+](=O)[O-])cc2)o1	-10	0.2	-3	12	0.2
34	C=CCSc1nnc(-c2c[nH]c3ccccc23)n1CC	-7	0.7	nt	7	nt
35	Cc1cc(Cn2nc(C(=O)NCc3cccc(C(F)(F)F)c3)cc2-c2ccccc2)on1	-7	-3.8	-18	11	2.8
36	Cc1ccc(C(=O)NCCNS(C)(=O)=O)cc1	-4	-1.7	-8	10	0.4
37	CC(NC(=O)c1ccc(NC2=NC3CS(=O)(=O)CC3S2)cc1)c1ccccc1 (stereo not given)	-6	-1.1	5	2	-2.0
38	COc1ccc(N2CCN(CCCNC(=O)Cn3c(=O)c4cccn4c4cccnc43)CC2)cc1	-20	-2.1	3	4	-0.9
39	NC(=O)CCCn1c(C(=O)c2cc(Cl)c(N)c(Cl)c2)c2ccc([N+](=O)[O-])cc2[n+]1[O-]	-2	-0.3	4	21	-0.4
40	COc1ccc(NC(=O)c2cc(S(=O)(=O)N3CCCC3)ccc2C)cn1	73*	-1.1	2	-2	1.7

no.	MazF activator	BioA inh	Mtb FBA inh	PrPC surface inh
33	4	-5.0	0	-51
34	-1	-2.2	3	7
35	0	-0.3	0	8
36	-11	-2.2	5	-1
37	9	-1.4	-3	0
38	7	6.6	-1	-12
39	6	6.0	-5	9
40	-6	-0.2	2	7

Nothing new here: entries from further up.
no.	Molecule	BoNT-F LC inh	FadD28 FP inh	Rv3671c inh	GDH-TPI inh	Mtb UGM inh
29	O=C(Nc1ccc(-c2cn3ccsc3n2)cc1)C1COc2ccccc2O1 (stereo not given)	1	-5.2	-25	-7	-0.5
30	Cc1ccc(C)c(NC(=O)CCN2C(=O)C3CC=CCC3C2=O)c1 (stereo not given)	4	nt	-3	3	6.1
31	COc1ccccc1NS(=O)(=O)c1ccc(-c2cc(C)no2)s1	4	-1.7	-3	9	-1.2
32	CN1C(=O)c2ccc(N(C)C)cc2C1=O	12	-1.9	-3	16	1.6
33	Cc1csc(=O)n1CC(=O)OCc1nnc(-c2ccc([N+](=O)[O-])cc2)o1	-10	0.2	-3	12	0.2
34	C=CCSc1nnc(-c2c[nH]c3ccccc23)n1CC	-7	0.7	nt	7	nt
35	Cc1cc(Cn2nc(C(=O)NCc3cccc(C(F)(F)F)c3)cc2-c2ccccc2)on1	-7	-3.8	-18	11	2.8
36	Cc1ccc(C(=O)NCCNS(C)(=O)=O)cc1	-4	-1.7	-8	10	0.4
37	CC(NC(=O)c1ccc(NC2=NC3CS(=O)(=O)CC3S2)cc1)c1ccccc1 (stereo not given)	-6	-1.1	5	2	-2.0

no.	MazF activator	BioA inh	Mtb FBA inh	PrPC surface inh
29	6	-0.9	-2	7
30	-4	0.4	-1	0
31	5	-2.3	-1	9
32	8	-0.4	-3	-9
33	4	-5.0	0	-51
34	-1	-2.2	3	7
35	0	-0.3	0	8
36	-11	-2.2	5	-1
37	9	-1.4	-3	0

(more compounds)
no.	Molecule	BoNT-F LC inh	FadD28 FP inh	Rv3671c inh	GDH-TPI inh	Mtb UGM inh
41	Cc1cc(C)nc(N/N=C/c2ccc3c(c2)OCCO3)n1	-7	-0.3	4	19	-1.5
42	CCCC(=O)Nc1cccc(-c2cn3ccsc3n2)c1	6	-2.7	-13	-6	-3.5
43	CC1=C(C(=O)OCC2CCCO2)C(c2ccc(F)cc2)NC(=O)N1 (stereo not given)	-2	-0.9	-3	-3	2.6
44	COc1cccc(-c2sc3ccccc3c2-c2ccc(OCCN3CCCC3)cc2)c1	-15	-7.6	10	-4	0.1
45	COc1ccc(SC[C@H](C)CN2CC[C@H](NC(=O)OCc3ccccc3)CCC2=O)cc1	-2	-3.6	-2	9	-1.7
46	O=C(O)COc1ccccc1/C=N/NC(=O)C(O)c1ccccc1 (stereo not given)	-13	-0.2	nt	12	-1.4
47	CC(NC(=O)Nc1ccc(Cl)cc1)c1ccc2c(c1)OCO2 (stereo not given)	-3	-0.6	-1	0	-0.9
48	COc1ccc(C(=O)N2CCCC(O)C2)cc1OC1CCN(C(C)C)CC1 (stereo not given)	4	-2.6	nt	-3	-3.6

no.	MazF activator	BioA inh	Mtb FBA inh	PrPC surface inh
41	5	1.5	-3	-4
42	1	4.2	1	3
43	8	-0.9	-2	-1
44	12	-2.0	2	-4
45	8	-1.0	3	7
46	7	1.7	3	-6
47	-14	0.3	0	10
48	6	-0.3	2	-8

Additional entries
no.	Molecule	BoNT-F LC inh	FadD28 FP inh	Rv3671c inh	GDH-TPI inh	Mtb UGM inh
49	CN1CCCN=C1/C=C/c1cccs1	6	-3.1	-4	-6	-1.3
50	CCCC(=O)Nc1ccccc1NC(=O)c1cc(OC)c(OC)c(OC)c1	-7	1.1	-1	2	0.2
51	N#C/C(=C(/O)Cc1cccc2ccccc12)c1nc2ccccc2s1	23	-0.8	0	8	-3.7
52	O=c1c2ccccc2c(/C=N/c2nnc(Cc3ccccc3)s2)c(O)n1-c1ccc(Cl)cn1	0	-2.1	-5	12	-1.0
53	CC1=NNC(=O)C1C(c1cccc(O)c1)C(C#N)C#N (stereo not given)	-6	-5.8	-5	-10	-1.9
54	Cn1c(=O)c2c(ncn2CC(COCc2ccc(Cl)cc2)OCc2ccc(Cl)cc2)n(C)c1=O (stereo not given)	-3	-4.7	-1	-1	2.9
55	Cc1cc(C(=O)OCC(=O)NC(C)C)c(C)o1	?	-2.7	2	-6	1.1
56	O=C1c2cccc(-c3ccc(C(F)(F)F)cc3)c2C2CC=CCN12 (stereo not given)	2	-2.1	nt	nt	nt
57	Cc1ccc2oc(C(=O)NCc3ccccc3)cc(=O)c2c1	18	-1.8	-2	4	-0.8

no.	MazF activator	BioA inh	Mtb FBA inh	PrPC surface inh
49	-2	-0.1	-6	-11
50	8	0.8	5	3
51	2	nt	-1	-4
52	-17	nt	18	6
53	4	nt	-2	13
54	-5	3.4	0	0
55	-1	-0.5	-2	3
56	nt	3.8	-1	2
57	8	-1.6	4	-6
